High-throughput results: PubChem, NCI
yeast rad50 = NCI yeast anticancer drug screen, S. cerevisiae rad50 strain; growth inhibition, % at 50 µM; actives 10% (n = 79,000); AID 155;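 further: 0% = growth of vehicle-only cultures of the same strain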
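DNA repair mutant yeast, compound exposure, growth read-out; inhibition is taken relative to vehicle.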
yeast sgs1 mgt1 = NCI yeast anticancer drug screen, S. cerevisiae sgs1 mgt1 strain; growth inhibition, % at 50 µM; actives 10% (n = 78,000);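 further: 0% = growth of vehicle-only cultures of the same strain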
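Growth of a repair-deficient yeast mutant was monitored after compound treatment and expressed as inhibition relative to vehicle-treated cultures.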
yeast mec2-1 = NCI yeast anticancer drug screen, S. cerevisiae mec2-1 strain; AID 157; growth inhibition, % at 50 µM; actives 9% (n = 79,000);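 further: 0% = growth of vehicle-only cultures of the same strain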
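Growth inhibition is read against vehicle-treated controls after compound exposure of the mec2-1 yeast strain, which is defective in DNA damage repair or cell cycle control.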
yeast cln2 rad14 = NCI yeast anticancer drug screen, S. cerevisiae cln2 rad14 strain; actives 8.3% (n = 78,000); % growth inhibition at 50 µM;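 further: 0% = growth of vehicle-only cultures of the same strain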
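The screen exposed genetically defined yeast (cln2 rad14) to test compounds and scored growth inhibition relative to vehicle-treated controls.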
bub3 = NCI yeast anticancer drug screen, S. cerevisiae bub3 mutant strain; actives 9.9% (n = 78,000); growth inhibition, % at 50 µM; AID 167;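 further: 0% = growth of vehicle-only cultures of the same strain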
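In this screen, a yeast mutant lacking normal mitotic checkpoint function is challenged with compound. Relative growth versus vehicle gives the inhibition value.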
yeast mlh1 rad18 = NCI yeast anticancer drug screen, S. cerevisiae mlh1 rad18 strain. % growth inhibition at 50 µM. actives 11% (n = 79,000). AID 175;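 further: 0% = growth of vehicle-only cultures of the same strain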
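Vehicle-treated cultures served as the reference for growth inhibition in a yeast strain carrying DNA damage repair alterations exposed to each compound.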
* = called active by the depositor; . = no result given; & = joins results of further samples. No stated cut-off is given here; in the data, active means growth inhibition above about 70%; inactive means the rest.

SMILES | yeast rad50 | yeast sgs1 mgt1 | yeast mec2-1 | yeast cln2 rad14 | bub3 | yeast mlh1 rad18
C[N+](C)(CCO)CCBr | 0 | 3 | -38 | 7 | 1 | -1
NC1CCCC[C@H]1N.N[C@@H]1CCCC[C@@H]1N.O=C(P(=O)([O-])[O-])P(=O)([O-])[O-].[Pt+4].[Pt+4] | 20 | -14 | 4 | 3 | -7 | 10
CC1(C)N=C(N)N=C(N)N1c1ccc(CCc2ccc(S(=O)(=O)F)cc2Cl)c(Cl)c1 | 99* | 100* | 100* | 82* | 99* | 100*
O=C(OC(C[N+](=O)[O-])C(Cl)(Cl)Cl)c1ccc(Cl)c(Cl)c1 (centres undefined) | 53 | 10 | 5 | -27 | 45 | 52
CC(=O)c1ccc([As](=O)(O)O)cc1 | -10 | -13 | -20 | -21 | -29 | -31
C1CN1c1nc(N2CC2)nc(N2CC2)n1 | -23 | -5 | 18 | -22 | -15 | -3
CCN1C(=O)C(=C/C=C/c2ccc(OC)cc2)C(=O)N(CC)C1=S | 37 | 46 | 11 | 12 | 14 | 37
CC(C)CC1N=C(NN=C2CCCCC2)SP1(=O)NNc1ncccn1 (centres undefined) | 1 | 12 | 7 | 2 | 0 | 0
N=C(N)SCc1ccc(Cl)c(Cl)c1 (tested in a mixture with another compound) | 14 | -4 | 11 | -6 | 4 | 11
CC1=[N+](Cc2cc(C)cc(C)c2O)CCCC1 | -6 | 41 | -7 | -3 | 1 | -25
CN(c1ccccc1)[N+](=O)[O-] | -9 | -14 | -12 | -5 | -8 | -5
CC[C@@H]1C[C@H]2CC3c4c(c5cc(OC)ccc5n4C)CCN(C2)C31 | 14 | 49 | -22 | 5 | 27 | -1
c1cc[c]([Pb]([S]c2ccccn2)([c]2ccccc2)[c]2ccccc2)cc1 | 99* | 100* | 99* | 99* | 99* | 99*
O=C1C(Cl)=C(Cl)C(=O)c2ccccc21 | 98* | 98* | 97* | 97* | 98* | 98*
CC(C)[O-].CC(C)[O-].[O-]c1cccc2cccnc12.[O-]c1cccc2cccnc12.[Ti+4] | 55 | 38 | 71* | 52 | 65 | 59
[Au+].c1c[n-]cn1.c1ccc([PH+](c2ccccc2)c2ccccc2)cc1 | 98* | 96* | 98* | 94* | 97* | 98*
CCC(=O)c1ccccc1 | -1 | -4 | -2 | -8 | 0 | -3
CC(C)(C)[Si](C)(C)OC(=O)CCCc1ccc(N(CCCl)CCCl)cc1 | 12 | -10 | -10 | 9 | -22 | -47
NC(=O)Cc1ccccc1 | -17 | -7 | -15 | 9 | -2 | 25
CS(=O)(=O)OCCN(CCOS(C)(=O)=O)c1ccc(C=O)cc1 | 79* | 79* | 84* | 65 | 73* | 91*
C(#C[PH+](c1ccccc1)c1ccccc1)c1ccccc1.C(#C[PH+](c1ccccc1)c1ccccc1)c1ccccc1.C(#C[PH+](c1ccccc1)c1ccccc1)c1ccccc1.[C-]#[O+].[C-]#[O+].[C-]#[O+].[Cr] | 83* | 87* | 87* | 85* | 88* | 82*
S=c1nc[nH]c2c1ncn2-c1ccc(N(CCCl)CCCl)cc1 | 47 | 49 | 18 | 34 | 6 | 36
O=C(O)Cc1ccc2c(c1)OCO2 | 21 | 28 | 0 | 12 | -11 | 24
CCOC(=O)C1C(C=C(C)C)C1(C)C (centres undefined) | -14 | -9 | -17 | -11 | -17 | -4
Clc1ccc([As](c2ccc(Cl)cc2)c2ccc(Cl)cc2)cc1 | 78* | 74* | 48 | 14 | 30 | 48

Another view of five compounds above.
smiles	yeast rad50	yeast sgs1 mgt1	yeast mec2-1	yeast cln2 rad14	bub3	yeast mlh1 rad18
CC1(C)N=C(N)N=C(N)N1c1ccc(CCc2ccc(S(=O)(=O)F)cc2Cl)c(Cl)c1	99*	100*	100*	82*	99*	100*
O=C(OC(C[N+](=O)[O-])C(Cl)(Cl)Cl)c1ccc(Cl)c(Cl)c1 (centres undefined)	53	10	5	-27	45	52
CC(=O)c1ccc([As](=O)(O)O)cc1	-10	-13	-20	-21	-29	-31
C1CN1c1nc(N2CC2)nc(N2CC2)n1	-23	-5	18	-22	-15	-3
CCN1C(=O)C(=C/C=C/c2ccc(OC)cc2)C(=O)N(CC)C1=S	37	46	11	12	14	37

Next records follow:
SMILES | yeast rad50 | yeast sgs1 mgt1 | yeast mec2-1 | yeast cln2 rad14 | bub3 | yeast mlh1 rad18
Cc1cc(N(CCI)CCI)ccc1N=Nc1ccccc1C(=O)O | 7 | -20 | -14 | 30 | -1 | 6
COc1ccc(C2c3cc4c(cc3OC3(OC)COC(=O)C23)OCO4)c(OC)c1 (centres undefined) | -4 | -29 | -4 | 15 | 23 | 24
CCN(CC)C(=S)[S][Pb]([CH2]C)([CH2]C)[CH2]C | 4 | 30 | 9 | 17 | -1 | 10
COc1ccc(CC(N)C(=O)O)cc1N(CCCl)CCCl (centres undefined) | 0&0 | -7&-11 | -7&-1 | -10&-7 | 8&2 | -7&-9
CC(=O)Nc1ccccc1[As](OC(C)=O)c1ccccc1 (centres undefined) | 99* | 100* | 99* | 99* | 100* | 99*
CN(N)c1ccccc1 | -12 | -7 | -22 | -20 | 10 | 12
OCC1OC(n2nnc3cc(Cl)c(Cl)cc32)C(O)C1O (centres undefined) | 7 | 6 | -1 | 11 | 19 | 22
CN(C)C(=O)Sc1ccc(S(=O)(=O)F)c(Cl)c1Cl | 26 | 31 | 13 | 22 | 3 | 25
CN(C)c1cccc(NC2=NCCO2)c1 | -21 | -28 | -24 | 7 | -20 | -15
O=C1C(F)=C(N2CC2)C(=O)C(F)=C1N1CC1 | 92* | 91* | 94* | 92* | 93* | 92*
ClC(OC(Cl)C(Cl)(Cl)Cl)C(Cl)(Cl)Cl (centres undefined) | 52 | 31 | 6 | 21 | 47 | 26
CC(C)N(C(=O)C(Cl)Cl)C(C)C | 1 | 12 | -5 | -19 | -4 | -12
FC(F)(F)c1nc(=S)c2[nH]cnc2[nH]1 | 11 | 4 | 1 | 6 | -16 | -5
C[C@]12CC[C@@H](O)C[C@H]1[C@@H](O)C[C@@H]1[C@@H]2CC[C@]2(C)C(=O)CC[C@@H]12 | -17 | 3 | -4 | -17 | 26 | -11
CCc1c[c]([Hg][Cl])c(CC)c(CC)c1CC | 99* | 100* | 100* | 24 | 16 | 99*
Cc1nc2ccccc2c(=O)n1-c1ccccc1I | 7 | -9 | 3 | -6 | 20 | -1
COc1ccc(C(C)N)cc1 (centres undefined) | -47 | -10 | -5 | -11 | -4 | -3
CCCCOC(=O)C(O)CF (centres undefined) | -25 | 0 | -10 | 2 | 1 | -30
CCC[CH2][Sn]([CH2]CCC)([O]C(=O)C(N)CSC)[O]C(=O)C(N)CSC (centres undefined) | 90* | 86* | 89* | 53 | 89* | 83*
Nc1nc(N)nc(Cl)n1 | 21 | -1 | 5 | -23 | 29 | 30
COC(=O)C(Cl)Cl | 9 | -2 | -17 | -48 | -6 | 14
CCCC(C)c1ccc(SOO)cc1.[Fe] (centres undefined) | 20 | -14 | 4 | -18 | 8 | -7
ClCCN(CCCl)c1ccc(CCN2CCOCC2)cc1 | 46 | 20 | 16 | 37 | 0 | 9
CC(C)OP(=O)(OC(C)C)C(N(C)C)P(=O)(OC(C)C)OC(C)C.[Cl][Sn]([Cl])([Cl])[c]1ccccc1 | -11 | 2 | -10 | 29 | 8 | 2
c1ccc(-c2ccc([As](c3ccccc3)c3ccccc3)cc2)cc1 | 11 | 20 | 4 | 4 | 8 | 12
SMILES | yeast rad50 | yeast sgs1 mgt1 | yeast mec2-1 | yeast cln2 rad14 | bub3 | yeast mlh1 rad18
COc1nc(N2CCNCC2)nc2c1CCCC2 | 5 | -21 | -11 | 18 | -1 | 0
CC(Br)C1CN2CCC1CC2C(O)c1ccnc2ccccc12 (centres undefined) | 13 | 2 | -8 | 1 | 6 | 7
O=C(O)CCC(=O)CCl | 7 | 1 | 1 | -13 | 1 | 1
CCOc1ccc(C=C(C#N)C#N)cc1 | 3 | 12 | -4 | 8 | 7 | 5
Cn1c(O)c(C=N)c(=O)[nH]c1=O | -4 | -2 | 3 | -16 | -8 | -8
O=[N+]([O-])c1ccc(Cl)c([N+](=O)[O-])c1 | 99* | 99* | 98* | 96* | 99* | 99*
CC(C)CCC(O)(C(=O)OCC[N+]1(C)CCCC1C)c1ccccc1 (centres undefined) | 6 | 17 | -6 | 11 | -2 | 7
CC1=C[C@H]2O[C@@H]3[C@H](OC(=O)CCl)[C@@H](O)[C@](C)(C2(COC(=O)CCl)CC1)[C@@]31CO1 (some centres undefined) | 92* | 93* | 93* | 92* | 92* | 91*
O=C1C(C(Nc2ccccc2)c2ccccc2)=C([O-])c2ccccc21.O=C1C(C(Nc2ccccc2)c2ccccc2)=C([O-])c2ccccc21.[Cu+2] (centres undefined) | -12 | -10 | -2 | 10 | 5 | -1
CC(C)(Br)C(=O)C(Br)Br | 86* | 90* | 89* | 89* | 89* | .
CNC(Cc1ccccc1)c1ccc(OC)cc1 (centres undefined) | 27 | 32 | 17 | 6 | 35 | 36
C=C1C(=O)OC2CC3(C)OC3CC/C(C)=C/C(OC(C)=O)C12 (centres undefined) | 27 | 30 | 37 | 21 | 45 | 38
N#Cc1ccccn1 | 13 | 13 | -31 | -7 | 4 | 6
CSCC(NP1(=O)SC(NN=C(C)C)=NC1(C)C)C(=O)O (centres undefined) | 5 | -26 | -4 | 20 | 18 | -3
Cc1cccc2cc3ccccc3cc12 | 95* | 86* | 97* | 91* | 96* | 97*
CN(CCc1ccccn1)CCC1CCCCC1 | 11 | 3 | 9 | -18 | 28 | 6
NC(=O)C(Cl)(Cl)CCl | 15 | -12 | -34 | 2 | -2 | 7
CC(=O)OC[C@]12C[C@H](OC(=O)CC(C)C)C(C)=C[C@H]1OC1[C@H](O)[C@@H](OC(C)=O)[C@@]2(C)[C@@]12CO2 | 93* | 94* | 94* | 92* | 92* | 93*
CC(C)C(Br)C(N)=O (centres undefined) | -36 | 10 | -31 | -25 | -3 | -15
Cc1ccc2n[se]nc2c1 | 12 | -17 | -15 | 0 | -15 | -8
CCCCC[CH2][Sn](=[O])[CH2]CCCCC | 8 | -9 | 3 | -25 | 7 | -11
O=C1CC(=O)N(C2CCC(C3CCCCC3)CC2)C(=O)N1 (centres undefined) | 14 | 28 | 5 | 1 | 22 | 6
CC(=O)OC1=CC2=CC[C@H]3[C@@H]4CCC(=O)[C@@]4(C)CC(=O)[C@]3(S)[C@@]2(C)CC1 | 78* | -4 | 26 | -16 | 61 | 54
[N-]=[N+]=Nc1cc(=O)oc2ccccc12 | 26 | -8 | 10 | 14 | 1 | 1
O=C(Nc1cccc(Cl)c1Cl)C(Cl)(Cl)Cl | 12 | 19 | 21 | 6 | 31 | 29

An excerpt from above in order of count of non-hydrogen atoms, highest first.
SMILES | yeast rad50 | yeast sgs1 mgt1 | yeast mec2-1 | yeast cln2 rad14 | bub3 | yeast mlh1 rad18
CC(Br)C1CN2CCC1CC2C(O)c1ccnc2ccccc12 (centres undefined) | 13 | 2 | -8 | 1 | 6 | 7
O=C1CC(=O)N(C2CCC(C3CCCCC3)CC2)C(=O)N1 (centres undefined) | 14 | 28 | 5 | 1 | 22 | 6
Cn1c(O)c(C=N)c(=O)[nH]c1=O | -4 | -2 | 3 | -16 | -8 | -8

(next part)
SMILES | yeast rad50 | yeast sgs1 mgt1 | yeast mec2-1 | yeast cln2 rad14 | bub3 | yeast mlh1 rad18
COc1ccc(C=C2C(=O)N(C)C(=O)N(C)C2=O)cc1 | 5 | -13 | 2 | 22 | 28 | 37
CNP(=O)(Oc1cc(Cl)c(Cl)cc1Cl)N1CCN(c2ccccc2)CC1 (centres undefined) | 99* | 98* | 98* | 98* | 97* | 97*
CCOC(=O)/C(=C\c1cccc(F)c1)[Se]c1ccccc1 | 29 | 22 | 7 | 8 | 47 | 37
COc1cc2c(c(Oc3ccc(C)cc3)c1)CN(C)CC2 | 32 | 48 | 19 | 40 | 64 | 59
c1cn2nnnc2cn1 | -1 | -3 | 25 | 9 | 14 | -9
NC(=O)c1cc([N+](=O)[O-])c(Cl)c([N+](=O)[O-])c1 | 88* | 89* | 86* | 56 | 88* | 89*
CC1OC(OC2C(O)C(O)C(O)C(O)C2O)C(N)CC1N=C(N)C(=O)O (centres undefined) | 12 | -18 | 4 | -34 | 0 | 24
CCCCCCCCCCCCCCCCP(=O)(O)OCC(N)C(=O)O (centres undefined) | 67 | 93* | 59 | 61 | 60 | 74*
O=P(O/C(=C\c1ccccc1)c1ccccc1)(c1ccccc1)c1ccccc1 | 97* | 98* | 98* | 96* | 97* | 94*
CCCOc1ccc(/C=C/[N+](=O)[O-])cc1N | 99* | 100* | 100* | 99* | 99* | 99*
C=CCC(C)([N+](=O)[O-])[N+](=O)[O-] | 13 | -3 | 14 | -16 | 4 | 9
N#CS.N=C=S.N=C=S.[Cu+2].[NH2-].[NH2-].[NH2-].[NH2-].c1ccc2ncccc2c1 | -10 | -24 | -17 | 26 | -10 | -12
COP(=O)(OC)/C(C#N)=C/c1ccco1 | -35 | -47 | -29 | -28 | -43 | -41
OC(c1ccccc1)C1CCCCN1 (centres undefined) | -8 | 10 | -7 | -12 | 11 | -18

An excerpt. The share of hits here may be higher or lower than overall.
